PNC assembly inh: inhibitors of perinucleolar compartment assembly. AID 2417. activity change (PNC), negative = inhibition, % at 10 µM. PC3M PTB-GFP, PNC prevalence imaging, 16 h; active compounds read low. actives 3.1% (n = 140,000);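 active = readout at or below -70, meaning at least 70% loss of cells showing the perinucleolar compartment, a nuclear body marking cancer cells; inconclusive = readout between -30 and a set limit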;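 also: plate controls were DMSO wells for no effect and camptothecin positive control wells for full effect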
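Compounds are pinned in duplicate onto adhered PC3M cells stably expressing GFP-tagged PTB and incubated 16 h at 37 C. Cells are then fixed, nuclei stained with Hoechst, and PNC-positive cells counted.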
ALOX12 inhib: blocks human 12-lipoxygenase activity | P18054 | purified 12-hLO, xylenol orange hydroperoxide absorbance | Potency, µM (highest dose often 57.1 µM), for the others: at the highest dose activity change, negative = inhibition, hits mostly inhibitors | actives 0.12% (n = 150,000) | AID 1452; also: potency is read from the fitted curve at half-maximal effect; nearly all actives have a fitted effect of over 55% in size; many of its hits are not listed in these tables
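Purified human 12hLO (150 nM), preincubated 15 min with compound, then 40 uM arachidonic acid for 30 min, room temperature, Hepes pH 7.0 with 0.01% Triton X-100. Hydroperoxide detected by ferrous iron/xylenol orange; 573/405 nm absorbance ratio gives reaction progress.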
IMPase inh: membrane-permeable compound that blocks inositol monophosphatase; P97697; CHO-M1 cells, IP1 accumulation, HTRF TR-FRET ratio; inhibition (IP1 accumulation), % at 46.1 µM; 120,000 tested, under 10 active; AID 901; active = well fitted curve in the direction sought with a large enough effect in the signal ratio, not every such curve was filed as active; inconclusive = small, poorly fitted or top-dose-only effect, or a change in a side signal; inactive = no such curve, though single readings can be large or run the other way; the % refers to the signal ratio;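 also: cells stimulated with carbachol in lithium chloride buffer; plate controls were DMSO basal wells for no effect and reference inhibitor wells for full effect; higher means more IMPase inhibition seen as more IP1 and lower FRET ratio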
Target sequence (P97697 whole entry, looked up): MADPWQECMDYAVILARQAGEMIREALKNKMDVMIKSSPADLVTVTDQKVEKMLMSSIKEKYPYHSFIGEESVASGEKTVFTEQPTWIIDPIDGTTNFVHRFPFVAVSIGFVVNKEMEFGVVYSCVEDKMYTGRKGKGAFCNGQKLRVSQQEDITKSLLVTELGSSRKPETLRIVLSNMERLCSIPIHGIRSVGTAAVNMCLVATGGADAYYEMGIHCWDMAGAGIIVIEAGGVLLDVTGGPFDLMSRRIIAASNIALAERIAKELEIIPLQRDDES
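CHO-M1 cells (CHO stably expressing M1 receptor), compound up to 46 uM final, stimulated with carbachol (50 uM as added) in buffer with 50mM LiCl, pH 7.4, 30 min at 37C. Cytosolic IP1 read by TR-FRET; AC50 from Hill fits.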
ALOX15B inhib: inhibitors of human 15-lipoxygenase 2 (ALOX15B); O15296; purified 15hLO-2, xylenol orange hydroperoxide absorbance; Potency, µM (highest dose often 57.1 µM), inactives show at the top dose activity change, negative = inhibition, most hits filed as inhibitors; actives 0.56% (n = 110,000); AID 881; also: potency is read from the fitted curve at half-maximal effect; nearly all actives have a fitted effect of over 60% in size; many of its hits are not listed in these tables
Target sequence (O15296 whole entry, looked up): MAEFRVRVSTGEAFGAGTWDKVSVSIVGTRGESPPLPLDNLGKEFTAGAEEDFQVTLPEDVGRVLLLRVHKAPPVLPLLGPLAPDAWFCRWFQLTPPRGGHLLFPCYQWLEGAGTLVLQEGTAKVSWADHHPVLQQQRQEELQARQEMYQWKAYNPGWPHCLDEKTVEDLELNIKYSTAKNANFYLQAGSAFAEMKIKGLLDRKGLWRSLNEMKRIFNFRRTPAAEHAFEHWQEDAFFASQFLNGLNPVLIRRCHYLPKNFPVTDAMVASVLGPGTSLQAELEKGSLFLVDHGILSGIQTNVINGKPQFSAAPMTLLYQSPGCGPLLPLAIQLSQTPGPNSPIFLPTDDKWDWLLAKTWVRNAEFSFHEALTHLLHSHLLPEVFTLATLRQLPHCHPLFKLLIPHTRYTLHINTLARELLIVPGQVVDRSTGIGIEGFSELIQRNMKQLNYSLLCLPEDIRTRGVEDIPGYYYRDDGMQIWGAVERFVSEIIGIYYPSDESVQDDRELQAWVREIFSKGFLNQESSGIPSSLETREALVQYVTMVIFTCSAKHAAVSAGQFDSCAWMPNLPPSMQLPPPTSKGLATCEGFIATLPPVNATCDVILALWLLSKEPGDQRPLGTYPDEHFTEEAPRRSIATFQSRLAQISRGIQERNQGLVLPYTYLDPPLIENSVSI
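Enzyme 50 nM, AA 45 uM, 25 mM Hepes pH 7.5 + 0.01% Triton X-100; cpd preinc 15 min RT, rxn 90 min RT; stop/detect with 200 uM XO + 300 uM Fe(II) in 50 mM H2SO4, 30 min; A573/A405.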
Starred values were filed as active, the others as inactive; ? = inconclusive; / = not tested or not shown; & = joins results of further samples; [ ] = remark or other dose. Unless noted, calls follow the shape of the dose curve; as a rule, active = well fitted curve in the direction sought with a large enough effect; inconclusive = small, poorly fitted or top-dose-only effect, or another doubt; inactive = no such curve, though single readings can be large; an effect the other way counts as inactive or inconclusive. Unless noted, % is scaled to controls: 0 for no effect and ±100 for the full control effect.

1: COc1ccc(C(=O)N2CCOCC2)cc1S(=O)(=O)N1CCC(C)CC1
2: Cc1cc(S(=O)(=O)NCC(C)C)ccc1OCC(=O)N1CCN(Cc2ccccc2)CC1
3: COc1ccc(CCN(C)Cc2c(F)cccc2F)cc1OC
4: Cc1ccccc1C(=O)NNC(=S)NC(=O)COc1ccccc1
5: COc1cc(/C=C(/C)[N+](=O)[O-])ccc1OCc1ccccc1Cl
6: Cc1cc2c(C(F)(F)F)cc(=O)oc2c2c1NCCC2
7: C=CCn1c(O)c(C(CC)=NC2CC2)c(=O)[nH]c1=O
8: O=C1NC(=O)C(CCc2ccncc2)(Cc2ccc([N+](=O)[O-])cc2)C(=O)N1
9: C[C@]1(O)CC[C@H]2[C@@H]3CCC4=CC(=O)CC[C@]4(C)[C@@]3(F)[C@@H](O)C[C@@]21C
10: O=C1C2CC=CCC2C(=O)N1SC(Cl)(Cl)Cl (stereo not given)

Assay by compound,1,2,3,4,5,6,7,8,9,10
PNC assembly inh,?,21,-14,51,?,21,-12,-19,/,/
ALOX12 inhib,-2%,9%,7%,?,-1%,5%,9%,12%,-1%,-20%&-7%
IMPase inh,1,9,17,-4,/,-9,5,/,/,/
ALOX15B inhib,0%,-4%,-2%,27%,/,-10%,3%,/,-10%,-21%&-26%

11: Cc1cc(S(=O)(=O)NCc2ccccc2)ccc1OCC(=O)N1CCN(C)CC1
12: O=Cc1cn(Cc2ccccc2[N+](=O)[O-])c2ccccc12
13: O=S(=O)(c1ccccc1)N1CC1c1ccccc1 (stereo not given)
14: Nc1cccc2c(N)cccc12
15: CN(C)CS/C(N)=N/[C@H](O)C(Cl)(Cl)Cl
16: CC(C)(C)c1nc(N2CCN(C(=O)c3ccco3)CC2)c2nnn(Cc3ccccc3Cl)c2n1
17: CCC(=NCCCN(CC)CC)c1c(O)n(-c2ccccc2)c(=O)[nH]c1=O
18: O=P(O)(O)C(Cl)(Cl)P(=O)(O)O
19: Nc1ccc(S(=O)(=O)N2CCCCC2c2cccnc2)cc1 (stereo not given)
20: c1ccc(P(c2ccccc2)c2ccccc2)cc1

Assay by compound,11,12,13,14,15,16,17,18,19,20
PNC assembly inh,?,-1,-12,/,/,16,-12,/,2,/
ALOX12 inhib,1%,-5%,4%,-22%,-7%[11.4 µM],-10%,-4%,-8%,-9%,2%
IMPase inh,7,/,/,/,/,20,0,5,7,/
ALOX15B inhib,5%,/,/,?,2%[11.4 µM],-3%,-7%,-16%,-1%,-12%

21: CN(C)C1=NC(N(C)C)=NP(N(C)C)(N(C)C)=N1
22: O=C1CC(c2ccc(O)cc2)Oc2cc(O)cc(O)c21 (stereo not given)
23: COc1ccc(CCN)cc1O
24: CC(C)CN1CC2(CCN(C(=O)c3ccncc3)CC2)C1
25: Cc1cc(C=O)c(C)n1CC1CCCO1 (stereo not given)
26: C1=C(c2c[nH]c3ccccc23)CCNC1
27: CN(C)P1(N(C)C)=Nc2c(c(N)nn2C)C(c2ccccc2)=N1
28: N[C@@H](Cn1cc(I)c(=O)[nH]c1=O)C(=O)O
29: COC(=O)c1cc2c(s1)=NC=NP=2(N1CCOCC1)N1CCOCC1
30: CCOC(C(=O)OCCCN(CC)CC)(c1ccccc1)c1ccccc1

Assay by compound,21,22,23,24,25,26,27,28,29,30
PNC assembly inh,?,-20,/,/,?,24,16,/,26,-13
ALOX12 inhib,3%,?,-5%,1%,4%,7%,-5%,-3%,6%,4%
IMPase inh,-1,-13,-1,/,-1,11,?,-7,8,12
ALOX15B inhib,-4%,-22%&-19%,3%,10%,-6%,32%[activator],-4%,21%,5%,22%

3 entries drawn at random from those above:
25: Cc1cc(C=O)c(C)n1CC1CCCO1 (stereo not given)
23: COc1ccc(CCN)cc1O
29: COC(=O)c1cc2c(s1)=NC=NP=2(N1CCOCC1)N1CCOCC1

Assay by compound,25,23,29
PNC assembly inh,?,/,26
ALOX12 inhib,4%,-5%,6%
IMPase inh,-1,-1,8
ALOX15B inhib,-6%,3%,5%

New compounds follow.
Assay codes: A = PNC assembly inh; B = ALOX12 inhib; C = IMPase inh; D = ALOX15B inhib
31) Cc1c(N=Nc2c(O)n(C)c(=O)n(C)c2=O)c(=O)n(-c2ccccc2)n1C
  A = 110	B = -4%	C = /	D = /

32) Cc1ccccc1-n1c(-c2ccc([N+](=O)[O-])cc2)nc2ccccc2c1=O
  A = -17	B = -1%	C = 13	D = /

33) O=C(Oc1ccc(S(=O)(=O)F)cc1F)c1ccccc1Cl
  A = /	B = 2%[11.4 µM]	C = /	D = 0%[11.4 µM]

34) CN1C(=O)C(Cc2cccs2)C(=O)N(C)C1=O
  A = -10	B = -3%	C = 0	D = -9%

35) COc1cc(/C=N/NP(=S)(c2ccccc2)c2ccccc2)ccc1O
  A = 36	B = -5%	C = 1	D = -18%

36) C[C@@H]1O[C@@H](O[C@H]2C[C@@H](O)[C@]3(CO)[C@H]4[C@H](O)C[C@]5(C)[C@@H](C6COC(=O)C6)CC[C@]5(O)[C@@H]4CC[C@]3(O)C2)[C@H](O)[C@H](O)[C@H]1O (stereo not given in full)
  A = -20	B = -1%	C = /	D = /

37) CCCC(C)n1[nH]c(=O)c2c1NC(=O)CSC2c1ccc(OC)cc1 (stereo not given)
  A = 3	B = 2%	C = 8	D = -2%

38) CC(NCc1ccc(Cl)cc1)C(O)c1ccccc1 (stereo not given)
  A = 47	B = 5%	C = 4	D = /

39) CCNC(C)Cc1cccc(C(F)(F)F)c1 (stereo not given)
  A = /	B = 0%[0.00818 µM]	C = /	D = 7%[0.0915 µM]

40) COC(=O)c1ccc(-n2c(C)nc3ccccc3c2=O)cc1
  A = 35	B = 8%	C = -3	D = -4%

41) O=C1NC(=O)C2(Cc3ccccc3N3CCCC32)C(=O)N1c1cccc(Cl)c1 (stereo not given)
  A = -7	B = -12%	C = 0	D = -13%

42) Cc1ccc(N(C)C(=O)Oc2ccc(C(=O)c3ccc(Cl)cc3)cc2)cc1
  A = -17	B = 1%	C = -4	D = 13%

43) CN1[C@@H]2CC[C@H]1CC(OC(=O)N1Cc3ccccc3NC1=O)C2 (stereo not given in full)
  A = /	B = -4%	C = /	D = 18%

44) Clc1ccc(C2N3CCCN23)c(Cl)c1 (stereo not given)
  A = ?	B = 1%	C = 0	D = -5%

45) CCn1c(O)c(C=Nc2ccc(S(N)(=O)=O)cc2)c(=O)n(CC)c1=S
  A = ?	B = 20%	C = /	D = /

46) CN1CCC(N2CC3CC(C2)c2cccc(=O)n2C3)CC1 (stereo not given)
  A = 34	B = 0%	C = -6	D = 12%

47) O=C(O)c1ccc(Cl)nc1
  A = 57	B = 4%	C = /	D = /

48) CCn1cc(C(=O)N2CCC3(CC2)OCCO3)c(=O)c2cc(S(=O)(=O)N3CCCC3)ccc21
  A = -24	B = 9%	C = 7	D = 2%

49) CC[C@@H]1[C@@H]2C[C@H]3[C@H]4N(C)c5ccccc5[C@@]45C[C@@H]([C@@H]2[C@@H]5O)N3[C@H]1O
  A = /	B = 7%[25.6 µM]	C = 7[20.6 µM]	D = 13%[25.6 µM]

50) C[C@@]12CC[C@H]3[C@H](CCC4=CC(=O)CC[C@H]43)[C@H]1CC[C@H]2OC1(O)C(=O)c2ccccc2C1=O
  A = /	B = -10%[11.4 µM]	C = /	D = ?

51) Cc1c(O)c(O)cc2c1CC=C1[C@]3(C)CC[C@]4(C)CC[C@@](C)(C(=O)O)CC4[C@]3(C)CC[C@]12C (stereo not given in full)
  A = /	B = -5%	C = /	D = ?

52) O=C1NC(=O)N(c2ccc(F)cc2)C(=O)/C1=C/c1ccc2c(c1)CCCN2Cc1ccccc1
  A = -21	B = -3%	C = 6	D = /

53) O=C(c1cc(=O)[nH]c2ccc(Br)cc12)N1CCC2(CC1)OCCO2
  A = -13	B = -3%	C = 0	D = 2%

54) CC(C)Oc1ccc(Cc2c(O)[nH]c(=O)[nH]c2=O)cc1
  A = 11	B = -2%	C = 2	D = 0%

55) O=c1cccc2n1CC1CC2CN(c2ncnc3c2cnn3-c2ccc(Cl)cc2)C1 (stereo not given)
  A = -11	B = -4%	C = -12	D = -6%

In the list so far, 6 contain fluorine:
Assay codes: A = PNC assembly inh; B = ALOX12 inhib; C = IMPase inh; D = ALOX15B inhib
3) COc1ccc(CCN(C)Cc2c(F)cccc2F)cc1OC
  A = -14	B = 7%	C = 17	D = -2%

6) Cc1cc2c(C(F)(F)F)cc(=O)oc2c2c1NCCC2
  A = 21	B = 5%	C = -9	D = -10%

9) C[C@]1(O)CC[C@H]2[C@@H]3CCC4=CC(=O)CC[C@]4(C)[C@@]3(F)[C@@H](O)C[C@@]21C
  A = /	B = -1%	C = /	D = -10%

33) O=C(Oc1ccc(S(=O)(=O)F)cc1F)c1ccccc1Cl
  A = /	B = 2%[11.4 µM]	C = /	D = 0%[11.4 µM]

39) CCNC(C)Cc1cccc(C(F)(F)F)c1 (stereo not given)
  A = /	B = 0%[0.00818 µM]	C = /	D = 7%[0.0915 µM]

52) O=C1NC(=O)N(c2ccc(F)cc2)C(=O)/C1=C/c1ccc2c(c1)CCCN2Cc1ccccc1
  A = -21	B = -3%	C = 6	D = /

(listing goes on)
Assay codes: A = PNC assembly inh; B = ALOX12 inhib; C = IMPase inh; D = ALOX15B inhib
56) Cc1cccc(C(O)(C(=O)NNC(=O)CN2CCN(C)CC2)c2cccc(C)c2)c1
  A = 49	B = -2%	C = 1	D = /

57) CN1CCN(c2cccc3c2C(=O)c2ccccc2C3=O)CC1
  A = -20	B = 0%	C = /	D = /

58) O=[N+]([O-])C(Br)Br
  A = /	B = -6%	C = /	D = 21%

59) CN1C(=O)/C(=C\N2CCc3ccccc32)C(=O)NC1=S
  A = 47	B = -4%	C = /	D = /

60) COC(=O)c1ccc(COc2cc(C)cc3oc(=O)c4c(c23)CCCC4)o1
  A = ?	B = -10%	C = 5	D = -9%

61) COc1ccccc1CN1CC[C@@]2(CCCN(C(=O)Oc3ccccc3)C2)C1
  A = /	B = 2%	C = /	D = 1%

62) O=C1CC(c2ccccc2)CC(O)=C1C=NCCN1CCN(C(=O)Cc2ccccc2)CC1 (stereo not given)
  A = 36	B = -2%	C = 4	D = 3%

63) C[C@H]1[C@@H](O)[C@@H](C)/C=C\C=CCC\C=C/C=C\C=C/C=C[C@@H](O[C@H]2O[C@@H](C)[C@@H](O)[C@@H](N)[C@@H]2O)C[C@@H]2O[C@@](O)(C[C@@H](O)[C@H]2C(=O)O)C[C@@H](O)[C@@H](O)CC[C@@H](O)C[C@@H](O)C[C@@H](O)CC(=O)O[C@H]1C
  A = /	B = 1%[25.6 µM]	C = 0[20.6 µM]	D = 18%[25.6 µM]

64) CCc1c(C)nc(N)nc1N1N=C1SCC(N)=O
  A = 33	B = -2%	C = 1	D = -3%

65) CCN1C[C@@]2(COC)CC[C@H](OC)[C@]34[C@@H]1[C@]1(OCO[C@@]15C[C@@H](OC)C1C[C@H]3[C@H]5[C@@H]1OC)[C@H](O)[C@@H]24
  A = /	B = -3%[25.6 µM]	C = -9[20.6 µM]	D = 5%[25.6 µM]

66) NCCc1c[nH]c2ccccc12
  A = 2	B = -2%&0%&5%	C = -2	D = 13%&-9%

67) Cc1ccccc1C(=O)NC(Oc1ccccc1)C(Cl)(Cl)Cl (stereo not given)
  A = 22	B = -2%	C = /	D = /

68) Cc1cc(NCCN)nc2ccccc12
  A = -11	B = 3%	C = 1	D = 59%[activator]

69) COc1ccc2c3c1O[C@@H]1C(=O)CC[C@@]4(O)[C@@H](C2)N(CC2CC2)CC[C@]314
  A = /	B = -3%	C = 1	D = 4%

70) Clc1cncc(N2CCNCC2)n1
  A = /	B = -2%	C = 2	D = 17%

Some of the compounds tested. The share of hits here may be higher or lower than overall.
